esBAF inh – Bmi1 luciferase reporter increase in mESCs, primary screen, esBAF inhibitor project, mouse ES cells, Bmi1 luciferase knock-in, single point | 24 h; 100% = twice the neutral-well signal | reporter increase, % at 12.5 µM | 350,000 tested, 2% active | AID 602393, 2012; in the data active = activation above about 40%;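 note: 0% = median of the plate's neutral control wells and 100% = double that signal; a rise in the Bmi1 reporter signal indicates esBAF inhibition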
Casp6 inh – human caspase-6 inhibitors, primary screen, biochemical, VEID-R110 fluorescence, single point, set 2 | P55212 | purified caspase-6, Z-VEID-R110 cleavage fluorescence | inhibition, % at 12.5 µM | AID 686996, 2013 | 350,000 tested, 0.53% active;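 active = mean inhibition across replicates at least about 35%, with every replicate also reaching that limit, limit read from the data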;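 note: 0% = median of neutral control wells and 100% = no fluorescence left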
RAD52 inh – RAD52 DNA annealing inhibitors, primary screen, biochemical, FRET, single point, set 2; recombinant RAD52 DNA annealing, FRET fluorescence; inhibition, % at 18.7 µM; 360,000 tested, 0.46% active; AID 651710, 2012;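 active = every replicate showing at least 50% inhibition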
Target sequence (P43351 whole entry, looked up): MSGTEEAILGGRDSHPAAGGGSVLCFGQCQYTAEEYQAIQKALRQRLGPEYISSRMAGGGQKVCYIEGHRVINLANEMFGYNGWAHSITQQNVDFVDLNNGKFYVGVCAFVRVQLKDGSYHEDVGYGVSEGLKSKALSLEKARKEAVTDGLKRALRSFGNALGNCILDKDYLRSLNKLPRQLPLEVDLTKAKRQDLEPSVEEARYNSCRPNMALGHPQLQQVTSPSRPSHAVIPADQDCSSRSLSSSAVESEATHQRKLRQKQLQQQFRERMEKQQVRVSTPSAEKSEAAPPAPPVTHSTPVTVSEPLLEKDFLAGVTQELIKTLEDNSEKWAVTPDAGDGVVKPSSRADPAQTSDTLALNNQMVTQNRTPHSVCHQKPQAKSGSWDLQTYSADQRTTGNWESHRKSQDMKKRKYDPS
ARNT TACC3 PPI – disruptors of ARNT/TACC3 protein interaction, primary screen, biochemical, AlphaScreen, single concentration | Transforming acidic coiled-coil-containing protein 3 (Homo sapiens), Q9Y6A5 | 390,000 tested, 0.66% active | inhibition, % at 9.99 µM | AlphaScreen His-ARNT PAS-B/GST-TACC3 binding, luminescence; TACC3 fragment carries E629A point mutation | AID 623870, 2012;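 active = mean inhibition of replicates at least 50% and at least half of replicates each reaching 50%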;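 note: 0% = complete ARNT plus TACC3 wells and 100% = ARNT alone without TACC3; many hits fall short of the cut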
PglD DTNB – C. jejuni PglD acetyltransferase inhibitors, primary screen, biochemical, DTNB colorimetric, single point; AID 602405, 2012; purified PglD enzyme, DTNB colorimetric CoA detection; UDP-N-acetylbacillosamine N-acetyltransferase PglD (Campylobacter jejuni); inhibition, % at 12.5 µM; 360,000 tested, 0.098% active; in the data active = inhibition above about 16%, passing the limit was not always enough; note: strong numbers were not always called active
RAD54 branch – inhibitors of human RAD54 branch migration, primary screen, biochemical, fluorescence, single point; inhibition, % at 10.4 µM; 360,000 tested, 0.14% active; DNA repair and recombination protein RAD54-like (Homo sapiens), Q92698; RAD54 Holliday junction branch migration, FAM/BHQ fluorescence;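 active = mean normalized replicate activity at least 40 and at least half of replicates scoring 40 or more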;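 note: 0% = median of neutral control wells and 100% = median of positive control wells; inhibitors cause a drop in the FAM fluorescence signal; in these data hits start at about 50%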
ERp5 block – inhibitors of ERp5-driven insulin aggregation, primary screen, biochemical, turbidity, absorbance 650 nm, single point | 90 min | inhibition, % at 9.99 µM | AID 651711, 2012 | 350,000 tested, 0.05% active | Protein disulfide-isomerase A6 (Homo sapiens), Q15084;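 active = mean replicate inhibition above about 25%, with every replicate also reaching it, limit read from the data, passing the limit was not always enough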
E-sel inducer – E-selectin induction in HUVECs, primary screen, imaging, HUVEC, immunofluorescence imaging, single point; normalized: neutral wells 0, TNF-alpha wells 100; activation, % at 7.58 µM; 260,000 tested, 0.37% active; AID 686992, 2013;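 active = mean E-selectin-positive cell signal at least 10% of the positive control, reached in at least 60% of replicates, without over 20% cell loss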;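 note: in these data hits start at about 27%; measured in HUVEC primary endothelial cells; signal is the percent of cells scored E-selectin positive by PE staining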
Target sequence (P16581 whole entry, looked up): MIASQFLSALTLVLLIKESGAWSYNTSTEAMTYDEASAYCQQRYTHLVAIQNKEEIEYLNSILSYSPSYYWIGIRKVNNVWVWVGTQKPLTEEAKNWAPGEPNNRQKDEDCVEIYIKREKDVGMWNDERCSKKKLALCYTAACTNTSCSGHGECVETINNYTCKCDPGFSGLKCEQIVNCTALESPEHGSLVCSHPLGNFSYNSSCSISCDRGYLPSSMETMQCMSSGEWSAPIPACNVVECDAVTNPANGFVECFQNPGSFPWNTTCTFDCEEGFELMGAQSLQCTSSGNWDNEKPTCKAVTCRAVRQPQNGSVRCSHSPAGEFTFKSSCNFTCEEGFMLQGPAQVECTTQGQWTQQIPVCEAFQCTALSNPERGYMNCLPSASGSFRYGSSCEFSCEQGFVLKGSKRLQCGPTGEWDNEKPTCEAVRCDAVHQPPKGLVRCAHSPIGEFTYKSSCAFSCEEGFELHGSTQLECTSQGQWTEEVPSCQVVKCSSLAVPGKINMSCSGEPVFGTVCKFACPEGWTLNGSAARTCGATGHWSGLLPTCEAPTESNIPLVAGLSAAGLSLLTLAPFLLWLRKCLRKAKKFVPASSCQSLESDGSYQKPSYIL
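Material: HUVEC primary endothelial cells; Amount: 3,000 cells per well; Dosing: single concentration; Medium: EGM-2 growth medium on 0.1% gelatin-coated wells; Read-out basis: percent E-selectin-positive cells; Signal: immunofluorescence imaging; Control set: TNF-alpha, DMSO.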
Starred values were filed as active, the others as inactive; · = not tested or not shown. Compounds were not picked by outcome; any-hit rate near 3.2%.

Each structure is followed by: esBAF inh	Casp6 inh	RAD52 inh	ARNT TACC3 PPI	PglD DTNB	RAD54 branch	ERp5 block	E-sel inducer
1	C[C@@H]1CN([C@H](C)CO)C(=O)Cc2cc(NC(=O)Nc3cccc4ccccc34)ccc2O[C@H]1CN(C)S(C)(=O)=O
 : 1	-1	-20	-7	1	4	0	-3.4
2	CC(=O)Nc1ccc(NC(=O)CCCn2cnc3ccccc3c2=O)cc1
 : -5	-1	-15	6	0	-4	1	·
3	COC(=O)c1ccccc1NC(=O)CSc1nnc(C(CO)NC(=O)c2ccccc2)n1C (centres undefined)
 : -1	-2	-16	4	-2	7	2	·
4	O=C(NCc1ccon1)C1CCC(=O)N(CCc2ccc(Cl)cc2)C1 (centres undefined)
 : 1	1	-10	-5	3	-17	10	1.1
5	C[C@@H]1CN([C@H](C)CO)C(=O)c2cc(N(C)C)ccc2O[C@@H](C)CCCCO[C@@H]1CN(C)S(=O)(=O)c1ccc(F)cc1
 : -1	-1	39	19	2	-2	-1	0.2
6	CCCNC(=O)C[C@@H]1C[C@H]2c3cc(NS(=O)(=O)c4ccccc4)ccc3O[C@H]2[C@@H](CO)O1
 : 6	·	·	-8	-6	3	·	-0.2
7	COc1cccc(C(=O)Nc2cc(C)ccc2NC(=O)COc2ccccc2)c1
 : 5	·	·	-11	-4	0	·	·
8	C[C@H]1CCCCO[C@H](CN(C)S(=O)(=O)c2cccs2)[C@@H](C)CN([C@@H](C)CO)C(=O)c2cc(NC(=O)Nc3ccccc3)ccc2O1
 : -5	0	26	-5	3	1	-1	·
9	CCCN(CC(=O)Nc1ccc(Cl)cc1Cl)C(=O)CC(NC(C)=O)c1ccccc1 (centres undefined)
 : 1	2	-11	-7	-2	-2	-1	-0.8
10	COc1cccc(C(=O)Nc2ccc3c(c2)C(=O)N(C)C[C@H](OC)[C@@H](C)CN(CCc2ccccc2)[C@H](C)CO3)c1
 : 5	·	10	-1	1	5	4	-0.1
11	CCCc1cn(CC[C@@H]2CC[C@@H](NS(=O)(=O)c3ccccc3Cl)[C@H](CO)O2)nn1
 : 8	-1	-18	-1	-1	-7	-3	-0.1
12	Cc1ccc(C(C)C)c(OCc2nn(CC(=O)c3ccc(Cl)cc3)c3[n+]2CCCCC3)c1
 : ·	8	37	16	·	·	4	-0.2
13	CN(Cc1ccc(F)cc1)C(=O)COc1ccccc1-c1ccccc1
 : 3	3	-8	-1	-2	-2	-6	·
14	O=C(NCCCN1CCOCC1)c1sc2cc(F)ccc2c1Cl
 : 7	-4	-6	·	-6	7	1	·
15	COc1ccc(CCNC(=O)CN(Cc2ccc(Cl)cc2)S(C)(=O)=O)cc1OC
 : -6	1	-7	-15	0	-4	-5	0.0
16	COc1ccc(NC(=O)Nc2cccc3c2O[C@@H](CN(C)Cc2ccc4c(c2)OCO4)[C@H](C)CN([C@@H](C)CO)C3=O)cc1
 : -4	-1	8	6	2	2	4	0.6
17	CC(=O)N1CCCc2cc(S(=O)(=O)NCc3ccc(C)cc3)ccc21
 : 10	·	·	6	-1	-7	·	·
18	Cc1ccc(/C=C(/C#N)c2nc(CCN3C(=O)c4ccccc4C3=O)cs2)cc1
 : -2	·	·	-3	3	-12	·	·
19	COC(=O)C[C@@H]1C[C@@H]2c3cc(NS(C)(=O)=O)ccc3O[C@@H]2[C@@H](CO)O1
 : -4	1	-5	13	-2	4	-4	0.1
20	CCCNC(=O)N(C)C[C@@H]1Oc2ncc(C#CC3(O)CCCC3)cc2C(=O)N([C@@H](C)CO)C[C@H]1C
 : 3	2	0	7	-1	-6	2	-0.1
21	O=C(N[C@@H]1CC[C@H](CCNC(=O)C2CC2)O[C@H]1CO)c1ccncc1
 : 1	1	-4	-1	-6	2	2	-0.7
22	CC(C)NC(=O)Nc1ccc2c(c1)C(=O)N([C@@H](C)CO)C[C@@H](C)[C@H](CN(C)C)OCCCC[C@@H](C)O2
 : ·	3	-20	-4	3	0	1	-0.2
23	CN1C(=O)c2cccc3c(N(C)C)ccc(c23)C1=O
 : 4	0	-316	-29	5	-50	-6	·
24	CC=Cc1ccc2n(c1=O)C[C@H]1[C@H](CO)[C@@H](C(=O)NC3CCC3)[C@@H]2N1Cc1ccncc1 (mixture of isomers)
 : ·	-2	-14	·	·	·	1	0.1
25	CNC(=O)C[C@@H]1CC[C@@H]2[C@H](COc3ccc(NC(=O)Nc4cccc(C)c4)cc3C(=O)N2C)O1
 : 6	0	8	-13	2	0	4	0.0
26	COC(=O)[C@@H]1[C@@H](CO)[C@@H]2Cn3c(ccc(-c4ccccc4F)c3=O)[C@@H]2N1Cc1ccncc1
 : 2	1	-12	1	8	2	-2	-0.3
27	CCOC(=O)c1cn2nc(Oc3ccc(C#N)cc3)ccc2n1
 : -3	-3	-10	10	·	·	-1	7.8
28	OCc1ccc(OCCCOc2cccc3cccnc23)cc1
 : 13	-2	-8	-6	-2	-6	-1	·
29	C[C@@H]1CN([C@H](C)CO)C(=O)c2cccc(NC(=O)C3CCOCC3)c2O[C@@H]1CN(C)Cc1ccc(C(F)(F)F)cc1
 : -1	2	2	-1	-1	-6	-3	-13
30	Cc1ccccc1S(=O)(=O)NCC[C@@H]1CC[C@H](NC(=O)C2CCC2)[C@H](CO)O1
 : 1	2	8	-30	0	-1	-9	-0.5
31	COc1cc(/C=N/N2C(=O)C3C4C=CC(CC4)C3C2=O)ccc1O (centres undefined)
 : ·	·	-18	-3	·	·	13	2.8
32	Cc1ccc2c(c1)nnc1nnc(SCC(=O)O)n12
 : ·	-2	-25	·	0	-7	3	13
33	C[C@@H]1CCCCO[C@H](CN(C)C(=O)Nc2cccc3ccccc23)[C@@H](C)CN([C@H](C)CO)C(=O)c2cc(NC(=O)NC3CCCCC3)ccc2O1
 : -5	-3	6	-1	-1	-2	-1	·
34	O=C(C[C@H]1C[C@H]2c3cc(NC(=O)c4cccnc4)ccc3O[C@H]2[C@H](CO)O1)NCc1ccccn1
 : -2	0	-15	19	-2	2	1	-0.6
35	O=C(Cc1ccccc1F)Nc1cccc(S(=O)(=O)N2CCOCC2)c1
 : ·	2	-12	15	·	·	6	-0.1
36	C=CCOc1cccc(C2C(C(=O)c3cccs3)=C(O)C(=O)N2Cc2cccnc2)c1 (centres undefined)
 : ·	0	-5	7	·	·	1	0.7
37	O=C(COC(=O)Cc1c[nH]c2ccccc12)Nc1ccc(Cl)cc1
 : 8	1	-7	·	-2	-2	0	-0.1
38	O=C(N/C(=C\c1ccc(Cl)cc1)C(=O)N1CCOCC1)c1ccc([N+](=O)[O-])cc1
 : ·	8	15	-1	·	·	1	·
39	CCCc1cc(=O)oc2cc(OCC(=O)N3CCC(C(N)=O)CC3)ccc12
 : -9	-2	-3	-17	-2	-15	-3	·
40	CCN1C(=O)[C@H]2[C@@H](c3ccc(C)cc3)N3C(=O)N(c4ccc(OC)cc4)C(=O)[C@@]3(CC)[C@H]2C1=O
 : 19	·	·	-1	-2	-5	·	-0.1
41	C[C@@H]1CN([C@@H](C)CO)S(=O)(=O)c2ccc(C#C[C@@H](C)O)cc2O[C@H]1CN(C)C(=O)c1ccccc1
 : -2	-1	-5	0	0	-1	2	-0.5
42	COCCn1cnc2c(c1=O)c1nc3ccccc3nc1n2/N=C/c1ccco1
 : -5	1	-14	-5	·	·	0	-0.9
43	C=CCn1c(-c2cnn(-c3ccccc3)c2N)n[nH]c1=S
 : 22	1	5	-2	7	1	-2	·
44	COCCNC(=O)C1(C)Cc2c(-c3cccc(NC(C)=O)c3)ccnc2O1 (centres undefined)
 : -4	-2	-8	·	-2	5	-5	-0.1
45	C=CCn1c(O)c2ccc(C(=O)N=NC(=O)COc3ccccc3F)cc2c1O
 : -3	3	1	-7	-2	8	-7	-0.3
46	COc1cc(C(=O)NCCCNc2nc3c(C)cc(C)cc3cc2C#N)cc(OC)c1OC
 : ·	-2	-13	-6	·	·	2	3.2
47	COc1ccc(NS(=O)(=O)c2cc(NC(=O)C3CCCO3)ccc2N2CCCCC2)cc1 (centres undefined)
 : 5	2	-2	-7	7	-4	2	·
48	CC1(C(=O)Nc2ccc3c(c2)OCCO3)CN(S(C)(=O)=O)CC(=O)N1CCCN1CCOCC1 (centres undefined)
 : ·	-7	-10	·	·	·	11	-0.3
49	O=C1c2ccccc2C(=O)N1CC(O)COc1ccc(Cl)cc1 (centres undefined)
 : 6	0	-10	0	-1	-4	1	·
50	CCC(=O)N1[C@H](CO)[C@@H](c2ccccc2)C12CN(CCC(F)(F)F)C2
 : ·	1	-4	·	·	·	-6	-0.2
51	O=C(CCNc1cccc(C(F)(F)F)c1)c1ccco1
 : 7	·	·	-5	3	-5	·	·
52	COc1ccc(-n2nnnc2-c2cnc(N3CCCC3)nc2C(F)(F)F)cc1
 : 11	·	·	7	-1	5	·	·
53	Cc1ccc(S(=O)(=O)Nc2ccc3c(c2)C(=O)N([C@H](C)CO)C[C@H](C)[C@@H](CN(C)Cc2ccc(-c4ccccc4)cc2)O3)cc1
 : -5	·	·	2	-1	-1	·	5.5
54	COC(=O)c1ccc(-c2csc(NC(=O)c3c(C)noc3C)n2)cc1
 : ·	2	-7	0	4	9	-1	·
55	Cc1cc(Cl)n2c(nc3cc(F)c(F)cc32)c1C#N
 : ·	15	-15	2	·	·	1	-0.7
56	COc1ccc(OC(C)C(=O)N2CC(C)OC(C)C2)cc1 (centres undefined)
 : -4	1	9	-4	-8	-5	5	·
57	CC(C)(C)CN1CCNC(=O)C1CC(=O)N1CCC(C(=O)N2CCOCC2)CC1 (centres undefined)
 : ·	-4	-12	2	·	·	-2	·
58	Nc1ccn([C@@H]2O[C@H](C(=O)N[C@H](Cc3ccccc3)C(=O)N3CCN(CCO)CC3)[C@@H](O)[C@H]2O)c(=O)n1
 : ·	0	-4	·	·	·	8	-0.3
59	CCOc1cc(C(=O)Nc2nnc(C)s2)cc(OCC)c1OCC
 : 8	-1	-2	-9	-4	6	-8	0.5

Laid out differently: results already given
(51) O=C(CCNc1cccc(C(F)(F)F)c1)c1ccco1
(58) Nc1ccn([C@@H]2O[C@H](C(=O)N[C@H](Cc3ccccc3)C(=O)N3CCN(CCO)CC3)[C@@H](O)[C@H]2O)c(=O)n1
compound no.	51	58
esBAF inh	7	·
Casp6 inh	·	0
RAD52 inh	·	-4
ARNT TACC3 PPI	-5	·
PglD DTNB	3	·
RAD54 branch	-5	·
ERp5 block	·	8
E-sel inducer	·	-0.3
